Screening data as filed in PubChem BioAssay.
PAD4 FP inh – blocks human protein arginine deiminase 4; AID 485272; Q9UM07; recombinant PAD4, RCA probe fluorescence polarization; inhibition, % at 6.36 µM; 330,000 tested, 0.41% active;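 active means percent inhibition above a cutoff equal to the mean of all tested compounds plus 3 SD, cut at about 15% in these data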;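 further: 0% = PAD4 with RCA probe and DMSO and 100% = probe without PAD4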
PAFAH2 FP inh – PAFAH2 (human) inhibition. recombinant PAFAH2, FP-rhodamine activity probe, fluorescence polarization. inhibition, % at 3.39 µM. 340,000 tested, 0.99% active. AID 492956;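 active means inhibition above the mean over all tested compounds plus 3 SD, cut at about 30% in these data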;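 further: inhibitors block probe labeling of enzyme so polarization drops; 0% = enzyme with DMSO and 100% = wells lacking PAFAH2 protein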
PAFAH1B3 FP inh – blocks human PAF acetylhydrolase 1B catalytic subunit 3. Q15102. recombinant PAFAH1B3, FP-rhodamine probe, fluorescence polarization. inhibition, % at 3.39 µM. 340,000 tested, 0.28% active. AID 492972;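 active means inhibition above the screen-wide average of all tested compounds plus 3 SD, cut at about 25% in these data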;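 further: 0% = enzyme with DMSO only and 100% = wells lacking PAFAH1B3 protein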
Target sequence (Q15102 whole entry, looked up): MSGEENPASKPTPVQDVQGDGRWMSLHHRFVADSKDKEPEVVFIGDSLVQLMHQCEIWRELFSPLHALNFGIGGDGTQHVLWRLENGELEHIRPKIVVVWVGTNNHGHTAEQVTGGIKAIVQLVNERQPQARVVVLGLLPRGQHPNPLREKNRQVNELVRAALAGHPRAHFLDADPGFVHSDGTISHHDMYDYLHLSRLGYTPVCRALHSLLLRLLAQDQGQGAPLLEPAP
LYPLA1 counter – LYPLA1 (human) inhibition in PME1 counter-screen; O75608; recombinant LYPLA1, FP-Rh probe fluorescence polarization; inhibition, % at 5.9 µM; 320,000 tested, 0.16% active; AID 2174;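 active means inhibition above the mean of all tested compounds plus 3 SD, set per campaign, cut at about 14% in these data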;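 further: inhibitors block serine hydrolase probe labeling of LYPLA1 so polarization falls; 0% = enzyme with DMSO and 100% = wells lacking LYPLA1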
Target sequence (O75608 whole entry, looked up): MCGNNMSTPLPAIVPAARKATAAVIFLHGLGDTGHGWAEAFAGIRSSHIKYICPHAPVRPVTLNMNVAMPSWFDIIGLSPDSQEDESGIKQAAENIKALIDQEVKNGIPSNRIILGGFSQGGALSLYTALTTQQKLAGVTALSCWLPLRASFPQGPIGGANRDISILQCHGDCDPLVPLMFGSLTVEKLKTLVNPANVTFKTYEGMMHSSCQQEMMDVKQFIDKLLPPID
GSTO1 counter – GSTO1 inhibition, counter-screen for RBBP9 inhibitors; 300,000 tested, 1.1% active; recombinant GSTO1, activity-based probe fluorescence polarization; P78417; inhibition, % at 5.96 µM;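 active means inhibition above the campaign mean inhibition plus 3 SD, cut at about 35% in these data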;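 further: 0% = GSTO1-1 with DMSO and 100% = wells lacking GSTO1-1 enzyme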
Target sequence (P78417 whole entry, looked up): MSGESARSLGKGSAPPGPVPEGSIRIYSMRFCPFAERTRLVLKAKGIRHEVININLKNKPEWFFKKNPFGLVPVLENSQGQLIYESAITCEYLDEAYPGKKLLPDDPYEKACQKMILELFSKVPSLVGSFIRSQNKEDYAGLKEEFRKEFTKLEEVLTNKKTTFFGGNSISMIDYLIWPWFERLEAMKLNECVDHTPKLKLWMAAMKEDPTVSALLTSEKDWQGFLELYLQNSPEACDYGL
LYPLA2 counter – blocks human lysophospholipase 2, a PME1 counter-screen. 320,000 tested, 0.38% active. O95372. inhibition, % at 5.9 µM. recombinant LYPLA2, FP-Rh probe fluorescence polarization. AID 2177;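 active means inhibition above the screen-wide mean plus 3 SD, limit set per campaign, cut at about 26% in these data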;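 further: 0% = LYPLA2 with DMSO and 100% = wells lacking LYPLA2 enzyme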
PAFAH1B2 inh – inhibitors of human PAFAH1B2; P68402; recombinant PAFAH1B2, FP-rhodamine activity probe, fluorescence polarization; inhibition, % at 3.39 µM; 340,000 tested, 1.2% active;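 active means inhibition above the mean of all tested compounds plus 3 SD, cut at about 24% in these data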;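 further: 0% = enzyme with DMSO and 100% = wells lacking PAFAH1B2; many of its hits are not listed in these tables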
Target sequence (P68402 whole entry, looked up): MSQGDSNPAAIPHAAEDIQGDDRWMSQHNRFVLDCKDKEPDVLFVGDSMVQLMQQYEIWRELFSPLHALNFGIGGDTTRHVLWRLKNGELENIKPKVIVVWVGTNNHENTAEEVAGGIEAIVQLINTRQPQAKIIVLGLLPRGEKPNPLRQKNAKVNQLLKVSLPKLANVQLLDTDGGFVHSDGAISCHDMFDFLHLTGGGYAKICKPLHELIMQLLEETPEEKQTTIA
pPAFAH inh – inhibitors of human plasma PAF acetylhydrolase (pPAFAH); Q13093; recombinant pPAFAH, FP-rhodamine probe fluorescence polarization; inhibition, % at 3.39 µM; 330,000 tested, 1.5% active;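 active means inhibition above the mean inhibition across the screen plus 3 SD, cut at about 25% in these data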;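 further: inhibitors block binding of the rhodamine activity-based probe so polarization drops; 0% = enzyme with DMSO and 100% = wells lacking pPAFAH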
PREPL inhibitor – human PREPL enzyme inhibition | AID 2751 | recombinant PREPL, fluorescence polarization activity-based probe | 320,000 tested, 0.68% active | inhibition, % at 5.96 µM | Q4J6C6; in the data active means inhibition above about 43%;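 further: 0% = enzyme with DMSO and 100% = wells lacking enzyme; many of its hits are not listed in these tables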
The depositor's hits bear a star; / = no result given; & = joins results of further samples. A portion of the library, so the mix of outcomes need not match the whole.

mol	PAD4 FP inh	PAFAH2 FP inh	PAFAH1B3 FP inh	LYPLA1 counter	GSTO1 counter	LYPLA2 counter	PAFAH1B2 inh	pPAFAH inh	PREPL inhibitor
CC1CCC(NC(=O)CN2C(=O)NC3(CCCCC3C)C2=O)CC1 (configuration not stated)	-8	-2	5	-2	/	1	4	6	1
CCO[C@H]1OC(C(N)=O)=C[C@@H](C(C)(C)C)[C@@H]1CCCO	2	0	1	-2	0	6	6	0	-2
Cc1cc(NC(=O)c2ccccc2[N+](=O)[O-])ccc1Br	-6	1	13	-7	-2	6	-2	2	7
O=[N+]([O-])c1ccc(OCC(O)CN(CCO)CCO)cc1 (configuration not stated)	-4	3	1	-3	6	-4	1	4	4
CCOc1ccc(C(=O)NC2CCN(S(C)(=O)=O)CC2)cc1	-3	-2	13	0	2	-2	-4	0	-2
COc1ccc(NS(=O)(=O)c2cccc(C(=O)NCC(c3ccco3)N3CCCCC3)c2)cc1 (configuration not stated)	-1	4	4	1	6	-5	1	31*	-4
COc1cc(C(=O)Nc2sc3c(c2C(=O)NCc2ccco2)CCCC3)cc(OC)c1OC	0	-10	8	-1	-2	0	2	-6	23
Cn1c(=O)c2c(ncn2CC(=O)OCC(=O)Nc2ccc(F)cc2Cl)n(C)c1=O	3	10	5	/	/	/	2	-6	23
CCNc1oc(COc2cccc(C)c2)nc1C#N	-1	-8	-4	-1	2	5	1	4	2
Cc1cc(NC(=O)Cn2c(=O)n(Cc3ccccc3)c(=O)c3ccccc32)no1	-1	-3	0	-6	2	-3	0	-1	9
COc1ccc(-c2csc(NC(=O)COC(=O)Cc3ccc(Cl)cc3Cl)n2)cc1	-1	/	/	-14	-6	-1	/	0	-3
CCOCCCNC(=O)C(=O)NCCCOCC	4	-1	4	3	4	-6	2	8	6
O=C(NCCc1ccccc1)c1ccc(CS(=O)Cc2cccc(Cl)c2)o1 (configuration not stated)	-1	-5	0	0	3	-5	6	2	12
Cc1ccc(-n2c(Cn3ncc4ccccc4c3=O)n[nH]c2=S)cc1	5	6	13	-3	-7	0	9	2	0
CCOC(=O)CNC(=O)c1sc(NC(=O)c2cccc(F)c2)nc1C	25*	-5	2	0	1	2	12	-2	-7
Cc1cc2occ(CC(=O)NNC(=O)c3ccccc3)c2cc1C	3	0	-2	-4	4	-12	7	-3	2
CCOCCCNCc1ccc(OCc2ccccc2Cl)cc1	-1	7	7	1	0	8	3	5	24
CC(=O)N/C(N)=N/c1nc2cc(C)ccc2o1	1	6	0	-1	7	-2	1	0	4
Cc1sc(N2C(=O)C3C4C=CC(C4)C3C2=O)c(C#N)c1C (configuration not stated)	0	-1	0	1	-2	7	2	1	7
Cc1ccc(-n2cc(CNC(C)c3cnn(C)c3)c(-c3ccc(F)cc3)n2)cc1 (configuration not stated)	-9	2	4	-4	-5	-2	8	-3	-45
CCOC(=O)c1ccc(Nc2nnc(C(C)(C)C)c(=O)[nH]2)cc1	-1	-6	-2	-8	-13	1	-2	9	9
O=C(Cc1cccs1)N1CCN(S(=O)(=O)c2ccccc2)CC1	-4	9	2	-1	5	7	8	1	11
Cn1nnnc1NCc1c(F)cccc1Cl	-4	-1	10	-3	7	-1	2	3	1
COCCn1c(C(=O)N2CCCC2)cc2c1C[C@H]1CN(C(=O)c3ccccc3)[C@@](Cc3ccc(F)cc3)(C(=O)OC)[C@@H]21	1	/	/	-2	-1	0	/	9	-5
O=C(CN1CCOCC1)Nc1ncc(Cc2cccc(Cl)c2Cl)s1	-1	2	3	0	0	3	15	18	42
Cc1nc(-c2ccccn2)nc(SCC(=O)N2CCOCC2)c1Cl	0	/	/	1	3	-6	/	-4	4
CN(c1ccc(C(=O)NCC2CCCO2)cc1)S(=O)(=O)c1ccccc1 (configuration not stated)	4	0	-3	-1	4	5	5	2	3
O=C(Cn1nc(-c2ccc3c(c2)OCCO3)ccc1=O)Nc1cccc(NC(=O)c2ccccn2)c1	0	/	/	-2	-11	-7	/	3	-27
COc1ccc(CCN2C(=O)NC(NS(=O)(=O)c3ccccc3)(C(F)(F)F)C2=O)cc1OC (configuration not stated)	5	1	8	-5	4	-3	-9	5	-5
O=C1COc2ccc(C(=O)COC(=O)c3cccnc3Cl)cc2N1	-1	4	1	3	8	14	0	3	5

Of the compounds above, these contain a nitro group on carbon.
mol	PAD4 FP inh	PAFAH2 FP inh	PAFAH1B3 FP inh	LYPLA1 counter	GSTO1 counter	LYPLA2 counter	PAFAH1B2 inh	pPAFAH inh	PREPL inhibitor
Cc1cc(NC(=O)c2ccccc2[N+](=O)[O-])ccc1Br	-6	1	13	-7	-2	6	-2	2	7
O=[N+]([O-])c1ccc(OCC(O)CN(CCO)CCO)cc1 (configuration not stated)	-4	3	1	-3	6	-4	1	4	4

Additional results:
mol	PAD4 FP inh	PAFAH2 FP inh	PAFAH1B3 FP inh	LYPLA1 counter	GSTO1 counter	LYPLA2 counter	PAFAH1B2 inh	pPAFAH inh	PREPL inhibitor
Cc1ccc2c(n1)CC(C)(C)CC2=O	2	0	11	-2	10	-1	1	0	5
Cc1cc(C)cc(C(=O)NCCCc2ccccc2)c1	0	3	9	2	14	5	4	-1	7
CCOC(=O)c1c(NC(=O)COc2ccccc2OCC)sc2c1CC(C)(C)NC2(C)C	-1	5	0	5	-1	6	4	6	5
CC(=O)NC(NC(C)=O)c1cccc(OCc2ccccc2)c1	3	-4	4	1	3	8	0	3	2
O=C1CCN(CCCc2ccccc2)CCN1CCO	6	4	0	7	2	3	-2	1	0
CCC(CC)=NNc1cccc([N+](=O)[O-])c1	-4	0	-1	3	0	-15	3	3	-3
CCCc1cc(=O)[nH]c(SCC(=O)C(C)(C)C)n1	-7	14	-5	-2	8	-3	9	-5	8
O=C(Nc1ccc2oc(=O)ccc2c1)c1ccccc1[N+](=O)[O-]	-2	4	6	-2	2	3	0	7	11
O=C(c1ccc(F)cc1)C1CCN(CCn2c(=S)[nH]c3ccccc3c2=O)CC1	-4	/	/	0	2	27*	/	-4	29
COc1ccc(NS(=O)(=O)c2cccc(C(=O)NCC(c3cccs3)N3CCOCC3)c2)cc1 (configuration not stated)	0	5	9	/	/	/	5	24	3
O=C(NCc1ccc(F)cc1)C1CCN(S(=O)(=O)N2CCC3(CC2)OCCO3)CC1	3	-1	4	2	5	3	8	1	1
COC(=O)c1ccccc1NC(=O)CN1CCOCC1	1	7	3	-2	0	1	2	2	18
O=C(CCl)Nc1cc(S(=O)(=O)N2CCCCCC2)ccc1Cl	5	3	-2	2	96*	5	0	3	-4
Cc1nc2sc3c(=O)[nH]nnc3c2c(C)c1Br	2	7	6	-6	-11	-7	5	-6	2
O=C1CCCC(O)=C1C=Nc1ccc(O)cc1	-7	-6	1	-6	60*	1	1	8	8

Full records as entered above. Values in the order: PAD4 FP inh	PAFAH2 FP inh	PAFAH1B3 FP inh	LYPLA1 counter	GSTO1 counter	LYPLA2 counter	PAFAH1B2 inh	pPAFAH inh	PREPL inhibitor
Results for `CCOC(=O)c1c(NC(=O)COc2ccccc2OCC)sc2c1CC(C)(C)NC2(C)C` = -1	5	0	5	-1	6	4	6	5
Results for `Cc1ccc2c(n1)CC(C)(C)CC2=O` = 2	0	11	-2	10	-1	1	0	5
Results for `O=C1CCCC(O)=C1C=Nc1ccc(O)cc1` = -7	-6	1	-6	60*	1	1	8	8
Results for `O=C(c1ccc(F)cc1)C1CCN(CCn2c(=S)[nH]c3ccccc3c2=O)CC1` = -4	/	/	0	2	27*	/	-4	29
Results for `COC(=O)c1ccccc1NC(=O)CN1CCOCC1` = 1	7	3	-2	0	1	2	2	18

More entries:
mol	PAD4 FP inh	PAFAH2 FP inh	PAFAH1B3 FP inh	LYPLA1 counter	GSTO1 counter	LYPLA2 counter	PAFAH1B2 inh	pPAFAH inh	PREPL inhibitor
CC(C)NC(=O)COc1cccc2ccccc12	5	1	-3	-2	5	0	-1	0	-3
COc1ccccc1NS(=O)(=O)c1ccc(NN=C2CCCC2)c([N+](=O)[O-])c1	5	3	2	-7	3	-1	-4	4	1
COc1ccc(/C=C/C(=O)OCc2cccc([N+](=O)[O-])c2)cc1	-2	6	11	1	-7	4	12	4	6
CN(C(=O)COC(=O)/C=C/c1ccc(F)cc1)c1c(N)n(Cc2ccccc2)c(=O)[nH]c1=O	0	1	0	-2	7	0	4	0	1
COC(=O)c1cn(C)c2ccc(S(=O)(=O)N3CC(C)CC(C)C3)cc2c1=O (configuration not stated)	1	5	7	2	-5	7	3	2	2
Cc1ccc(C(=O)NC(=S)N(C)C2CCCCC2)cc1Br	1	6	2	2	4	5	12	-3	-4
Cc1nc2nc(CSc3nc4ccccc4s3)cc(=O)n2[nH]1	-1	2	-3	-6	1	-16	20	-9	3
Cc1cnc(NC(=O)CCCSc2nc3ccccc3s2)s1	-1	0	5	-2	1	0	1	-3	8
CSc1ncc(Cl)c(C(=O)Nc2ccc(NC(C)=O)cc2)n1	2	6	1	3	0	5	1	0	-7
Cn1c(SCC(=O)N2CCCC2)nnc1-c1cnccn1	-1	2	8	1	10	-5	-3	-2	11
CCOC(=O)NNc1ccc2nonc2c1[N+](=O)[O-]	51*	/	/	-3	89*	3	/	19	13
Cc1cc(C)n(C(N)=NC(=O)c2ccc([N+](=O)[O-])cc2)n1	-10	0	1	-4	-4	-13	4	-1	7
Cc1ccc(NC(=O)COC(=O)c2ccc([N+](=O)[O-])s2)c(C)c1	-10	39*	28*	-3	35*	3	16	11	10
COC(=O)Nc1ccc(SCC(=O)c2ccc(Cl)cc2)cc1	9	-3	8	1	-2	21	12	2	-6
CC(C)[C@H](NS(=O)(=O)c1ccccc1)C(=O)OCC(=O)NCc1ccc2c(c1)OCO2	-5	5	3	/	/	/	9	0	18
CCN(Cc1ccccc1)C(=O)CC1Oc2ccccc2NC1=O (configuration not stated)	0	1	17	-3	2	-8	5	-6	-11
CC(C)(C)OC(=O)NCCCC[C@@H](C(=O)NCCCCCCCCCCC(=O)N1CCN(C(=O)OC(C)(C)C)CC1)n1cc(CCCC(=O)O)nn1	-3	0	-1	4	-1	4	0	13	1
CC1CCN(C(=O)CN2C(=O)C(=O)c3ccccc32)CC1	-2	1	-9	0	2	-2	2	1	5
CCNC(=O)NC(=O)C(C)Sc1ncc(C(F)(F)F)cc1Cl (configuration not stated)	-2	2	3	-2	8	0	0	15	-1
COc1cccc(/C=C(\CC(=O)O)c2nc3ccccc3s2)c1	2	-36	1	-2	-2	-1	8	-1	19
CCCCOc1ccc(NC2=NC3(CCCC3)N=C(N)N2)cc1	-8	10	1	-3	8	3	6	-3	2
O=C(/C=C/c1ccc(F)cc1)Nc1nc2ccccc2[nH]1	-1	/	/	-3	4	1	/	-5	4
Fc1ccc(SCCc2ccccn2)cc1	1&5	0	14	1&2	-4&8	1&3	-2	4&-2	0&2
Cc1ccc(NC(=O)CN(C)C(=S)NC2CC2)cc1	3	-3	4	-1	1	2	4	4	-3
